Xi reactivation: activators of X-chromosome reactivation in mouse fibroblasts | XiGFP mouse fibroblasts, % GFP-positive cells imaging, 3 d; cells co-treated with 5-aza-dC sensitizer; scaled so ellipticine positive control = 100% | activation, % at 7.58 µM | 360,000 compounds, 0.055% hits;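 active = mean normalized replicate activation at least 10% and every replicate at or above 10%; inconclusive = only one of the two criteria met; inactive = mean below 10% and not all replicates reach 10%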;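 note: 0% = median of on-plate neutral control wells and 100% = ellipticine 6 µM median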
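System: SV40-immortalized XiGFP fibroblast cells, line 68-5-11 / Incubation: 3-day compound exposure, then 15 min fixation at room temperature / Compound: single concentration per compound, delivered by pin transfer / Buffer or medium: DMEM plus 5-aza-dC sensitizer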
esBAF inh: SWI/SNF esBAF complex inhibition. AID 602393. mouse ES cells, Bmi1-luciferase knock-in reporter, 24 h; 100% = twice the neutral-well signal. 350,000 compounds, 2% hits. reporter increase, % at 12.5 µM; in the data active = activation above about 40%; inconclusive = no clear call, values can overlap the other calls;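 note: 0% = median of the plate's neutral control wells and 100% = double that signal; a rise in the Bmi1 reporter signal indicates esBAF inhibition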
FN deposition inh: fibronectin deposition inhibition | 350,000 compounds, 0.086% hits | AH1F fibroblasts, Alexa488-fibronectin deposition fluorescence, overnight | AID 743247 | inhibition, % at 12.6 µM;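 active = mean inhibition across replicates of 30% or more, regardless of how many single replicates reach that level; inconclusive = mean under 30% yet at least half of replicates reach 30%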;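 note: positive control wells lacked labelled fibronectin entirely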
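Test system: AH1F fibroblast monolayer depositing Alexa488-labelled fibronectin into matrix. Input: 10000 cells per well. Technique: fluorescence, ex 485 nm, em 525 nm. Buffer or medium: DMEM plus 2% serum, read in PBS. Timing: 1 h cell adhesion before compound, then overnight fibronectin incubation. Compound: single dose, pinned. Read-out basis: inhibition from reduced deposited-fibronectin fluorescence.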
RAD52 inh: blocks human RAD52 DNA annealing; recombinant RAD52 DNA annealing, FRET fluorescence; 360,000 compounds, 0.46% hits; P43351; inhibition, % at 18.7 µM;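 active = every replicate showing at least 50% inhibition; inconclusive = mean inhibition at least 50% but not in every replicate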
EWS-Fli block: blocks EWS/Fli oncoprotein-driven transcription | A673 NR0B1-luciferase reporter, viability-normalised | inhibition, % at 12.6 µM | 350,000 compounds, 0.67% hits;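 active = mean inhibition of at least 50% after viability correction, with every replicate also passing that limit; inconclusive = mean reaches 50% but only one of two replicates passes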;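 note: firefly luciferase signal divided by Alamar Blue viability fluorescence both relative to DMSO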
RAD54 inh: blocks human RAD54 Holliday junction branch migration. Q92698. inhibition, % at 10.4 µM. 360,000 compounds, 0.14% hits. FAM/BHQ fluorescence;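 active = mean normalized replicate activity at least 40 and at least half of replicates scoring 40 or more; inconclusive = only one of the two criteria met; inactive = mean below 40 and under half of replicates reaching 40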;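 note: 0% = median of neutral control wells and 100% = median of positive control wells; inhibitors cause a drop in the FAM fluorescence signal; in these data hits start at about 50%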
E-selectin induc: E-selectin induction on HUVECs; AID 686992; 260,000 compounds, 0.37% hits; activation, % at 7.58 µM; HUVEC E-selectin immunofluorescence imaging; normalized: neutral wells 0, TNF-alpha wells 100; P16581;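 active = mean E-selectin-positive cell signal at least 10% of the positive control, reached in at least 60% of replicates, without over 20% cell loss; inconclusive = no rule given, readout overlaps actives, possibly toxicity-flagged; inactive = the rest, including those meeting only one limit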;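 note: in these data hits start at about 27%; measured in HUVEC primary endothelial cells; signal is the percent of cells scored E-selectin positive by PE staining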
Target sequence (P16581 whole entry, looked up): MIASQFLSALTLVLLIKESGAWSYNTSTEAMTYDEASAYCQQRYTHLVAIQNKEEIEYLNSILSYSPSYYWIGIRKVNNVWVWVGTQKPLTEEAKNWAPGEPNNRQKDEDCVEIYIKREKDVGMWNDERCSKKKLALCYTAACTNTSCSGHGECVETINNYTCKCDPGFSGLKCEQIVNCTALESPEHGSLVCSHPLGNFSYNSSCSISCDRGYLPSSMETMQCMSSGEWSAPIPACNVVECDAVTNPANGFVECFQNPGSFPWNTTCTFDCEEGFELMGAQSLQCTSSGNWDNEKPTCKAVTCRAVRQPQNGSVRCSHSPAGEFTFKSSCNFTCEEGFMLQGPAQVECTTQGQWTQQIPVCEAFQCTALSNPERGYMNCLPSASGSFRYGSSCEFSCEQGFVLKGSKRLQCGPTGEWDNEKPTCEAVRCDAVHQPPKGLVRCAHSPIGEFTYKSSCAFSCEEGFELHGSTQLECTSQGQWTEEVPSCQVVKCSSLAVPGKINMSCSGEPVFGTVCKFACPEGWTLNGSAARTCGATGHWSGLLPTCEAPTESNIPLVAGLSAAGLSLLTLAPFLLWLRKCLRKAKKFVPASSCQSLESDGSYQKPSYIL
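Test system: HUVEC; input: 3,000 HUVEC/well; measured by: immunofluorescence imaging; read-out: % PE-positive cells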
S100A4 MyoIIA: inhibitors of human S100A4 binding to myosin IIA peptide. P26447. S100A4/TAMRA-MyoIIA peptide fluorescence polarization. inhibition, % at 10.7 µM. 360,000 compounds, 0.14% hits. AID 652163;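 active = mean inhibition of at least 70% across replicates, with every replicate also reaching that level; inconclusive = mean inhibition reaches 70% but some replicates fall short; inactive = mean inhibition below 70%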
Target sequence (P26447 whole entry, looked up): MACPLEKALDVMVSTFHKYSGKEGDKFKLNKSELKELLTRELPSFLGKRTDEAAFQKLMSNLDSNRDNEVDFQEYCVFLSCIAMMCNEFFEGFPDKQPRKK
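assay system = human S100A4 monomer with TAMRA-labelled myosin IIA peptide | also added = labelled myosin peptide probe, 5 nM | incubation = 5 min between mix addition and reading | control set = DMSO and TFP controls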
An asterisk follows results filed as active; ? = inconclusive; / = not tested or not shown; & = joins results of further samples.

Every second line gives: RAD52 inh	RAD54 inh	E-selectin induc	S100A4 MyoIIA	Xi reactivation	FN deposition inh	EWS-Fli block	esBAF inh
O=C(CSc1ccccc1F)NCC(c1ccco1)N1CCCCC1 (configuration not stated)
→ -13	2	-0.1	-5	0.1	-2	2	1
CCOc1cccc(N2C(=O)CC(N(CCc3ccc(OC)c(OC)c3)C(=O)CC)C2=O)c1 (configuration not stated)
→ /	5	/	16	/	-1	/	-5
CN(C)CCN1C(=O)C(=O)/C(=C(/O)c2ccc(S(=O)(=O)N3CCOCC3)cc2)C1c1ccc(F)cc1 (configuration not stated)
→ -19	-4	/	44	0.2	-2	-2	/
Cc1noc(C)c1NC(=O)N(C)C[C@H]1Oc2ccc(NC(=O)Cc3cn(C)c4ccccc34)cc2C(=O)N([C@H](C)CO)C[C@H]1C
→ 6	-16	/	-64	-1.3	/	0	-10
C[C@H](CO)N1C[C@H](C)[C@H](CN(C)Cc2cccnc2)Oc2ncc(C#Cc3cccnc3)cc2C1=O
→ 3	8	-0.2	12	-1.3	-10	-9	3
CCCNC(=O)C[C@H]1CC[C@@H]2[C@H](COc3ccc(NC(=O)C4CCCC4)cc3C(=O)N2C)O1
→ 3	-5	-0.1	-17	0.0	0	0	2
Cc1[nH]c2ccccc2c1/C=N/Nc1ccccn1
→ 19	/	-0.4	2	-0.8	7	11	/
CCn1nc(C)c(CNC(=O)CC2C(=O)NCCN2CC(C)(C)C)c1C (configuration not stated)
→ -6	-3	/	-1	0.1	3	-4	/
COC(=O)[C@]1(C)N[C@H](CN(C)S(=O)(=O)c2ccc(OC(F)(F)F)cc2)[C@@H]2C(=O)N(Cc3ccccc3)C(=O)[C@@H]21
→ -3	-11	/	-3	0.2	-5	-2	-1
CC(=O)c1cccc(OCc2cc(C(=O)N(C)C(C)c3ccccn3)no2)c1 (configuration not stated)
→ -13	6	/	-3	0.0	-5	-8	3
CCN(C(=O)COC(=O)C(c1ccccc1)c1ccccc1)c1c(N)n(Cc2ccccc2)c(=O)[nH]c1=O
→ -21	6	-0.3	-3	0.0	9	-3	0
COc1cccc(C(=O)COC(=O)CCC(=O)c2ccccc2)c1
→ -16	-11	/	-1	-0.1	2	0	-11
Cc1ccccc1OCC(=O)Nc1cccc(C(=O)O)c1
→ -12	/	4.9	-15	0.1	1	83*	/
Cc1ccc(-c2cnc3c(c2)C(=O)N([C@H](C)CO)C[C@H](C)[C@@H](CN(C)Cc2ccccc2C(=O)O)O3)cc1
→ 2	3	/	2	1.7	/	-5	2
CC(C)(O)c1[nH]c2ccc(C#N)cc2c1C(C)(C)O
→ -10	/	0.7	-3	0.0	19	-8	/
C[C@@H]1CN([C@@H](C)CO)C(=O)Cc2cc(NC(=O)C3CCCCC3)ccc2O[C@H]1CN(C)S(C)(=O)=O
→ 10	-1	2.5	-4	0.0	/	-6	0
COc1cccc(NC(=O)N[C@H]2CC[C@H](CC(=O)Nc3ccc(-c4ccccc4)cc3)O[C@H]2CO)c1
→ -10	2	1.7	13	3.0	-16	-7	14
COc1ccc(NC(=O)Nc2ccc3c(c2)CC(=O)N([C@@H](C)CO)C[C@@H](C)[C@@H](CN(C)Cc2ccc(C(=O)Nc4ccccc4N)cc2)O3)cc1
→ -9	8	/	7	0.7	/	20	-8
CCCCc1c(-c2ccc(Br)cc2)ncn1CCc1ccccc1OC
→ 12	/	-0.1	-8	-0.1	-6	21	/
COc1ccc(O)c(-c2nc(N)nc(N)n2)c1
→ -57	5	/	11	0.2	14	-105	2

Brought forward from above: 2 compounds; new compounds follow.
Every second line gives: RAD52 inh	RAD54 inh	E-selectin induc	S100A4 MyoIIA	Xi reactivation	FN deposition inh	EWS-Fli block	esBAF inh
CCCCc1c(-c2ccc(Br)cc2)ncn1CCc1ccccc1OC
→ 12	/	-0.1	-8	-0.1	-6	21	/
COc1ccc(O)c(-c2nc(N)nc(N)n2)c1
→ -57	5	/	11	0.2	14	-105	2
C[C@@H]1CN([C@H](C)CO)C(=O)c2cc(NC(=O)c3ccncc3)ccc2O[C@@H]1CN(C)S(=O)(=O)c1cn(C)cn1
→ -14	-14	-0.1	4	0.8	-5	-3	-3
O=C1S/C(=C\c2cccs2)C(=O)N1c1ccc(O)cc1
→ -7	5	-0.2	-2	0.0	5	-92	50*
COc1cccc(S(=O)(=O)N[C@H]2CC[C@@H](CC(=O)NCc3ccc(F)cc3)O[C@H]2CO)c1
→ -17	1	-1.4	-5	-0.1	/	0	3
COC(=O)Cn1c(=NC(=O)c2nc3ccccc3s2)sc2cc(S(C)(=O)=O)ccc21
→ -54	/	-1.5	10	0.0	-1	0	/
CCc1ccc(-n2c(Cc3ccccc3)n[nH]c2=S)cc1
→ -11	/	-0.2	-1	0.0	-2	-6	/
N#Cc1ccsc1NC(=O)CCS(=O)(=O)c1ccccc1
→ -12	10	/	1	-0.1	9	-4	-3
COc1cc2cc(C(=O)N/N=C/c3ccc(F)cc3)[nH]c2cc1OC
→ -6	-6	0.0	3	0.1	6	2	4
O=C(Cc1ccccc1F)Nc1cc(S(=O)(=O)N2CCCC2)ccc1Cl
→ -26	6	/	-13	-0.1	-8	12	10
O=C(Nc1ccccc1)N[C@H]1CC[C@@H](CCNC(=O)c2ccccc2F)O[C@@H]1CO
→ -14	0	-0.7	4	-0.3	/	10	-4
CC(C)CN(C(=O)c1cc(=O)[nH]c2ccccc12)c1c(N)n(Cc2ccccc2)c(=O)[nH]c1=O
→ -7	5	-0.2	-5	-0.8	1	-1	2
CC(=O)N(C)C[C@H]1Oc2cc(C#Cc3cccc(F)c3)ccc2S(=O)(=O)N([C@H](C)CO)C[C@H]1C
→ 15	-14	-0.1	-27	-1.2	10	-4	3
O=C(c1cccs1)N1CCCN(c2ncnc3scc(-c4ccccc4)c23)CC1
→ -9	2	1.4	-5	0.4	-14	19	/
CC(C)Oc1cc(F)ccc1-c1cc(C(=O)NCc2cccnc2)[nH]n1
→ 7	-4	0.0	-1	0.1	15	8	3
CSc1nc2nccc(-c3ccc4c(c3)OCO4)n2n1
→ 1	6	15	0	0.5	-18	0	10
Cc1cc(C)cc(OCCn2nnc3ccccc32)c1
→ -9	-11	0.0	4	0.1	6	-74	26
O=C(NCC1CCCCC1)[C@H]1[C@H](CO)[C@H]2Cn3c(cccc3=O)[C@@H]1N2CCc1ccccc1
→ -4	2	0.1	21	0.0	/	-3	3
CCCCn1cnc2c(SCc3ccccc3)nc(N)nc21
→ -10	-4	-0.2	-3	-0.1	9	-25	50*
O=C1C=C(Nc2ccc(O)cc2)C(=O)c2ccccc21
→ -14	7	-0.9	-8	-0.1	47*	-77	/
CCOC(=O)C1=C(CSc2nccn2C)NC(=O)NC1c1cc(C)ccc1C (configuration not stated)
→ -4	1	/	-4	/	/	-58	-7
CC(NC(=O)c1cccc(C(F)(F)F)c1)C(c1ccccc1)N1CCOCC1 (configuration not stated)
→ -17	/	/	-14	0.2	6	5	/
Cc1ccc2c(c1)NC(=O)C(CC(=O)NCCN(CC(C)C)CC(C)C)O2 (configuration not stated)
→ 0	-2	0.3	0	0.2	-24	3	-6
COc1ccc(C(CC(=O)NCc2ccccc2)Sc2n[nH]c(-c3ccc(Cl)cc3)n2)cc1 (configuration not stated)
→ -8	/	0.0	-1	0.0	6	11	/
COc1ccc2c3c([nH]c2c1)[C@@H](CO)N(C(=O)Nc1ccc(F)cc1)CC31CN(Cc2cc(-c3ccccc3)on2)C1
→ -27	/	0.7	-17	0.0	-6	-20	/
COc1ccc(-c2cn(-c3ccc(Cl)cc3)c3[n+]2CCCCC3)cc1
→ -5	/	1.3	0	0.5	-12	9	/
CC[C@]12c3[nH]c4ccc(OC)cc4c3CCN1C(=O)C(CC(=O)NCCCOC)C[C@@H]2C(=O)N1CCN(C(=O)c2ccco2)CC1 (some centres not stated)
→ -10	-12	0.3	20	0.0	2	9	-5
C[C@@H]1CN([C@@H](C)CO)C(=O)c2cc(NS(=O)(=O)c3cn(C)cn3)ccc2O[C@H]1CN(C)Cc1ccncc1
→ -1	7	-3.6	10	-0.8	/	-6	2
C[C@H](CO)N1C[C@H](C)[C@H](CN(C)Cc2ccc3c(c2)OCO3)OCCCC[C@H](C)Oc2ccc(NC(=O)Nc3ccc4c(c3)OCO4)cc2C1=O
→ 8	1	/	-2	0.7	7	-1	-4
CCc1ccc(CN(C)C(=O)CCc2nc3ccccc3n(-c3ccc(OC)cc3)c2=O)cc1
→ -2	/	-0.2	-23	0.0	2	1	/
O=C(c1ccc(F)cc1)N1CCC(c2ccccc2)C1 (configuration not stated)
→ 7	/	/	6	0.2	1	-86	33
COc1ccc(C#Cc2ccc([C@@H]3[C@H](CO)N4C(=O)CN(C(=O)Nc5ccccc5F)C[C@@H]34)cc2)cc1
→ -35	/	0.5	-2	0.3	/	-1	/
Cc1ccc(-c2cc(C(=O)O)c3ccccc3n2)c(C)c1
→ 9	10	-0.1	1	0.1	-6	-11	5
COC(=O)COc1ccc(S(=O)(=O)NCc2cccnc2)cc1
→ -5	-23	/	-1	/	-3	/	-7
O=C(C[C@H]1C[C@H]2c3cc(NC(=O)Nc4ccc(F)cc4)ccc3O[C@H]2[C@@H](CO)O1)NC1CCCC1
→ -5	-6	-0.2	6	0.2	-3	-10	-1
Cc1ccc(-c2ccc3c(c2)O[C@H](CN(C)Cc2ccncc2)[C@@H](C)CN([C@H](C)CO)S3(=O)=O)cc1
→ 5	-5	0.5	-3	1.7	29	72*	-34
COc1ccc(-c2noc(N3CCC(C(=O)Nc4ccccc4Cl)CC3)n2)cc1
→ -2	-1	-0.1	2	0.1	-8	9	-22
COc1ccccc1C(=O)NC(=Nc1nc2ccccc2o1)NC(=O)c1ccccc1OC
→ 1	6&-2	0.0	1	0.1	-4	-5	5&-15
COCCNc1nc(Nc2ccc(C)cc2C)c2sccc2n1
→ -5	5	0.5	-3	1.5	2	?	-14
COc1ccc(S(=O)(=O)N(C)C)cc1NCC(=O)Nc1cccc2ccccc12
→ -12	10	5.6	0	0.0	-7	-4	-4
C[C@H](CO)N1C[C@H](C)[C@H](CN(C)CC2CC2)Oc2ccc(NS(=O)(=O)c3cccs3)cc2CC1=O
→ -4	4	-0.8	-2	-0.1	/	-2	-1
CS(=O)(=O)c1ccc(C(=O)OCC(=O)NC(=O)C2CCCCC2)cc1[N+](=O)[O-]
→ -13	/	/	3	0.0	/	19	/
O=C(O)c1cccc(NC(=O)c2cn(-c3ccccc3)nc2-c2ccncc2)c1
→ -13	/	0.4	-1	-0.1	-8	-3	-5
COc1ccc(CNC(=O)CN(Cc2cccs2)C(=O)CCC(=O)Nc2ccccn2)cc1
→ -10	0	0.3	5	0.0	6	5	0
COc1ccccc1/C=C/C=C(\C#N)C(=O)NC(C)c1ccccc1 (configuration not stated)
→ -18	-8	-0.7	2	0.3	6	7	3

Screens as filed in PubChem.
